ST2 IL33 inh: inhibitors of human ST2 (IL1RL1) binding to IL-33; Q01638; AlphaLISA ST2-Fc/biotin-IL-33 interaction, 1 h; inhibition, % for hits at 17 µM; hit rate 2.3% among 78,000; AID 1259354; in the data active means inhibition above about 30%; inconclusive means mostly about 10% to 28%
Target sequence (Q01638 whole entry, looked up): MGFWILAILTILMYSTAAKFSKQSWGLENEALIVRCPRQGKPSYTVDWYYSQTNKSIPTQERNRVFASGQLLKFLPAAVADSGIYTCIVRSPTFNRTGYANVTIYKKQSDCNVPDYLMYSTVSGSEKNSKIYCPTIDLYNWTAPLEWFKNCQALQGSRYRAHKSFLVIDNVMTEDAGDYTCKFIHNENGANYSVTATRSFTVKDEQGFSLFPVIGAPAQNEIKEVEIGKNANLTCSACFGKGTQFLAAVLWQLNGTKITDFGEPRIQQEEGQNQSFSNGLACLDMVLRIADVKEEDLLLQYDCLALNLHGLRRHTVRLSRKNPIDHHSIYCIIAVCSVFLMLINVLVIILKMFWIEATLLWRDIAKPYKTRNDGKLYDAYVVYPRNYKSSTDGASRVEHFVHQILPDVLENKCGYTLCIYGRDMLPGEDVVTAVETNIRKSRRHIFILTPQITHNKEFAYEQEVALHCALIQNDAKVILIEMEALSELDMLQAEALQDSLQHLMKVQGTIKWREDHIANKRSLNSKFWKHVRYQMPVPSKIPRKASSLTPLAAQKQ
Numbers without * were called inactive; i = inactive; u = inconclusive. An excerpt. The share of hits here may be higher or lower than overall.

molecule,ST2 IL33 inh
COc1cc(NC(=O)c2cc(C(C)C)on2)cc(OC)c1OC,i
O=C1C=C(c2ccccc2)OC(c2ccc(OCc3ccccc3F)cc2)O1 (stereo unspecified),i
CN(Cc1nnc(-c2ccccc2)o1)C(=O)c1cn(Cc2c(F)cccc2F)nn1,i
CCC(=O)NC1=NC(=O)/C(=C/c2ccc(-c3ccccc3F)o2)S1,u
Cc1cc2nc(Cc3ccc(OC(F)F)cc3)c(=O)n(C)c2cc1C,i
CN1CCN(Cc2cc(O)ccc2[N+](=O)[O-])CC1,i
Cc1ccc(OCC(=O)Nc2ccccc2C(F)(F)F)c(Br)c1,i
CCOc1cccc2cc(C(N)=O)c(=Nc3ccc(F)cc3)oc12,i
O=C1Nc2ccc(Br)cc2/C1=C/c1cccc(Cl)c1,u
Cc1cccc(C)c1NS(=O)(=O)c1ccc(Br)cc1,i
C=CCn1cc(C(=O)NCc2ccco2)c(=O)c2cc(S(=O)(=O)N3CCCCCC3)ccc21,i
COc1ccc(N2CC(C(=O)NCC3CCCO3)CC2=O)cc1 (stereo unspecified),i
O=C1CC(c2cccnc2N2CCOCC2)c2cnn(Cc3ccncc3)c2N1 (stereo unspecified),i
COc1ccc(C)cc1S(=O)(=O)N1CCN(S(=O)(=O)c2cc(C)ccc2OC)C(C)C1 (stereo unspecified),i
O=c1c2ccccc2ncn1Cc1ccccc1,i
Cc1ccc(C(=O)C(NC(=O)c2cccs2)Nc2ccc(S(N)(=O)=O)cc2)cc1 (stereo unspecified),i
CCCSc1nc2c(c(=O)n1-c1ccccc1)SCC2,u
Cc1ccc(C(C)NC(=O)c2cn(CCN)nn2)c(C)c1 (stereo unspecified),i
CCOC(=O)c1sc2nc(C)nc(Nc3cc(Cl)ccc3OC)c2c1C,i
Cc1nc(C(=O)N(CC2CCN(C3Cc4ccccc4C3)CC2)CC2CCCO2)cs1 (stereo unspecified),u
O=C(Nc1ccc(Cl)c(Cl)c1)N1CC=CCC1,i
Cc1cccc(C)c1NC(=O)c1cnc2scc(C)n2c1=O,i
CCOc1cccc(C2Nc3ccccc3NC3=C2C(=O)CC(C)(C)C3)c1O (stereo unspecified),i
O=C1S/C(=C\c2ccccc2)C(=O)N1c1ccc(O)cc1,u
CC(NS(=O)(=O)c1ccc2c(c1)Cc1cc(S(=O)(=O)NC(C)C(=O)O)ccc1-2)C(=O)O (stereo unspecified),u
O=C1NC(c2ccccn2)Nc2sc3c(c21)CCCC3 (stereo unspecified),i
CCOC(=O)C1=C(C)NC2=C(C(=O)C(C(=O)OC)C(C)C2)C1c1ccc(CC)cc1 (stereo unspecified),i
N#CC1=C(N)OC2=C(C(=O)CCC2)C1CCc1ccccc1 (stereo unspecified),u
O=C(Nc1ccccc1F)c1cc2cc(Br)ccc2oc1=O,i
COc1ccc(C)cc1NS(=O)(=O)c1ccc2c3c(cccc13)C(=O)N2,u

Among those listed so far, these have four or more nitrogen atoms.
molecule,ST2 IL33 inh
CN(Cc1nnc(-c2ccccc2)o1)C(=O)c1cn(Cc2c(F)cccc2F)nn1,i
O=C1CC(c2cccnc2N2CCOCC2)c2cnn(Cc3ccncc3)c2N1 (stereo unspecified),i
Cc1ccc(C(C)NC(=O)c2cn(CCN)nn2)c(C)c1 (stereo unspecified),i

(cont.)
molecule,ST2 IL33 inh
COc1ccc(N(CC(=O)Nc2c(C)n(C)n(-c3ccccc3)c2=O)S(C)(=O)=O)cc1Cl,i
CCCCn1c(CCNC(=O)c2cccs2)nc2ccccc21,i
CCOC(=O)N1CCN(C(=O)c2ccc(N3CCC(NCCc4cccs4)CC3)cc2)CC1,i
COc1ccccc1CN1CCN(Cc2nc(-c3ccccn3)no2)CC1,u
O=C(N[C@H]1CCN2C(=O)[C@@H](Cc3c[nH]c4ccccc34)NC(=O)[C@H]12)c1ccccc1,79%*
CCN(CC)C(=O)Cn1c(=O)n(-c2ccc(OC)cc2OC)c(=O)c2c(C)c(C)sc21,i
O=C(NC1CC(=O)N(c2ccc(F)cc2)C1)c1ccc(Br)o1 (stereo unspecified),i
CCCOc1ccc(-c2nn(-c3ccccc3)cc2/C=c2\sc3nc(=O)c(C)nn3c2=O)cc1,i
O=C1CC(c2ccccc2)CC2=C1C(c1cccnc1)Nc1ccc(C(=O)c3ccccc3)cc1N2 (stereo unspecified),i
Cc1cccc(C(C)C)c1NC(=O)C1CCCN1S(=O)(=O)c1cccc2nsnc12 (stereo unspecified),i
Cc1nn(CCC#N)c(C)c1[C@@H]1C=C[C@@H](NS(=O)(=O)c2ccccc2)C1,i
O=C(C(C(=O)N1CCOCC1)C12CC3CC(CC(C3)C1)C2)N1CCOCC1,i
Cc1ccc(NC(=O)c2coc(=O)c3ccccc23)c(Br)c1,i
O=c1cc(-c2ccccc2)oc2ccc(O)cc12,i
O=[N+]([O-])c1ccc(N2CCCC2)c(Cl)c1,u
CCc1nnc(NC(=O)c2ccc(S(=O)(=O)N(CCOC)CCOC)cc2)o1,i
CC(C)c1ccc(N(C)C(=O)Cc2c(C(=O)O)[nH]c3ccccc23)cc1,i
O=C(CN1C(=O)CCc2cc(S(=O)(=O)N3CCCCC3)ccc21)NCc1ccc(Cl)cc1,i
Cc1ccsc1[C@@H]1CCN(C(=O)c2cccc(OCC(N)=O)c2)C[C@H]1O,u
CC1CC(=O)N(CC(=O)NCc2ccc3c(c2)OCO3)c2ccccc2S1 (stereo unspecified),i
COc1ccc(C2C3C(=O)N(Cc4ccccc4)C(=O)C3ON2c2ccccc2)cc1 (stereo unspecified),i
Cc1cnn(-c2csc(C(N)=O)c2)c1,i
CCCN(CCC)C(=O)c1cc2c(=O)n3ccccc3nc2n1C,i
CC(C(=O)NCc1ccc(Cl)cc1Cl)N(c1ccccc1)S(C)(=O)=O (stereo unspecified),i
O=C(CN1C(=O)C(=O)c2ccccc21)Nc1ccccc1F,u
O=C(Cc1ccc(F)cc1)Nc1c(C(=O)Nc2ccccc2F)oc2ccccc12,i
CCCOC(=O)CSC1=C(C#N)C(c2cccc(Cl)c2)CC(=O)N1 (stereo unspecified),i
CC1=NN(c2ccc(Cl)cc2)C(=O)C1,u
c1ccc(CN2CC[C@H](c3nnc(Cc4c[nH]c5ccccc45)o3)C2)cc1,i
CN(CCc1ccccc1)Cc1cc2n(n1)CCCNC2,i

Part of the list above in order of SMILES length, largest number first.
molecule,ST2 IL33 inh
CCOC(=O)N1CCN(C(=O)c2ccc(N3CCC(NCCc4cccs4)CC3)cc2)CC1,i
COc1ccc(C2C3C(=O)N(Cc4ccccc4)C(=O)C3ON2c2ccccc2)cc1 (stereo unspecified),i
O=c1cc(-c2ccccc2)oc2ccc(O)cc12,i

Reformatted with each value named: entries from further up
Compound: CCCN(CCC)C(=O)c1cc2c(=O)n3ccccc3nc2n1C
  ST2 IL33 inh: i
Compound: CC(C(=O)NCc1ccc(Cl)cc1Cl)N(c1ccccc1)S(C)(=O)=O (stereo unspecified)
  ST2 IL33 inh: i

The results go on.
molecule,ST2 IL33 inh
COc1ccc2nc(N3CCC(C(=O)NCCCN4CCOCC4)CC3)sc2c1,i
CCOCc1cnc(C)nc1NCC(=O)c1c(C)n(C)c2ccc(OC)cc12,i
O=C(CSc1nc2c([nH]c3ccccc32)c(=O)n1-c1ccc(F)cc1)NCC1CCCO1 (stereo unspecified),i
O=C(Nc1nc2c(s1)CCc1ccccc1-2)c1ccc(S(=O)(=O)N2CCCCC2)cc1,u
CNc1oc(-c2ccc(C)cc2)nc1S(=O)(=O)c1ccc(Cl)cc1,i
O=C(Nc1ncc(-c2ccccc2)s1)c1ccc(S(=O)(=O)N2CCCCC2)cc1,i
Nc1nnc(C(NC(=O)CCc2c[nH]c3ccccc23)c2ccccc2)s1 (stereo unspecified),i
O=C(Nc1c(C(=O)Nc2ccc(F)cc2)oc2ccccc12)c1cccs1,i
Cc1c(CN2CCC(n3nccc3NC(=O)c3ccccc3Cl)CC2)[nH]c2ccccc12,i
CCOC(=O)C1(Cc2ccc(F)cc2F)CCCN(C(=O)Cc2nonc2C)C1 (stereo unspecified),i
CCCCOc1ccc(/C=c2\sc3nc(-c4cccnc4)nn3c2=O)cc1,i
Cc1ccsc1CN(C)c1ccc(-c2nccn2C)nn1,i
COc1cc(OC)cc(C(=O)Oc2cccc3ccc(C)nc23)c1,i
Cn1c(=O)c2c(nc(NCCOCCO)n2Cc2ccc(Cl)c(Cl)c2)n(C)c1=O,i
c1ccc(CNCC2OCCc3ccccc32)cc1 (stereo unspecified),i
CCN(CC)CCCNC(=O)c1cc(-c2ccc3c(c2)OCO3)on1,i
CC(C)NC(=O)CSc1c2c(nc3cc(Cl)ccc13)CCCC2,i
C=C(C)COc1cccc(C(=O)N2CCCN(C(=O)C3CCCO3)CC2)c1 (stereo unspecified),i
COc1ccc(C2=NN(c3ccccc3)CC2)cc1,u
C=CCOc1ccccc1CN1CCc2cc(OC)c(OC)cc2C1,i
COc1ccc(OC)c2nc(N(C)C)c(CN(CCCN3CCCC3=O)C(=O)c3cncs3)cc12,i
CCSCCNc1nccc(-c2cn(C)nc2C)n1,u
OCCN(Cc1ccccc1)Cc1ccccc1,i
Cc1cc(C)c(NC(=O)c2ccc(N(C)C)cc2)c(C)c1,i
Cc1c(C(=O)NC2CCCCCC2)cccc1[N+](=O)[O-],i
COc1cc(C(=O)NC(C)COc2ccc(C(C)C)cc2)cc(OC)c1OC (stereo unspecified),i
Cc1ccccc1CSc1nc(-c2cccs2)nc2c1c(=O)n(C)c(=O)n2C,u
COc1ccccc1CC(=O)N1CCC(C(Cc2ccccc2)N(C)C(=O)c2ccccn2)CC1 (stereo unspecified),u
O=C1C2CCCN2C(c2ccccc2)N1c1nccs1 (stereo unspecified),i
Cc1ccc(C2=NC(=O)/C(=C/c3ccsc3)S2)cc1,u
O=C(NCc1cccnc1)c1cccc(Br)c1,i
CC(=O)NS(=O)(=O)c1ccc(NC(=O)CC(C)C)cc1,i
C[C@@H]1CN(C2(C(=O)N[C@@H]3CNC[C@H]3O)Cc3ccccc3C2)C[C@H](C)O1,i
CC(C)(O)C#Cc1cccc(C(=O)NCC[C@@H]2C[C@@H]3C=C[C@H]2C3)c1,i
Cc1ccc(Cl)cc1NC(=O)NCCc1nc2cccnc2n1-c1ccccc1,i
CC(C)N1CC(OCc2ccc(F)cc2)CN(C(=O)c2ccc(N3CCOCC3)cc2)CC1=O (stereo unspecified),u
CC(=O)c1cccc(NC(=O)CCCn2nc([N+](=O)[O-])c(Br)c2C)c1,i
Cc1nc(Oc2ccccc2)c2oc3ccccc3c2n1,i
Cc1csc2ncc(C(=O)Nc3ccccc3Cl)c(=O)n12,u
CC(C)N1CC[C@@H]2[C@H]1C(=O)NC[C@H](CCC(=O)N1CCCC1)N2C,u
O=C(O)c1[nH]c2ccccc2c1CC(=O)N1CCN(c2ccccc2)CC1,i
O=C(C1CC1)N1CCc2cc(S(=O)(=O)Nc3ccc(F)c(Cl)c3)ccc21,i
CN(C)CCNC(=O)c1ccc2c(c1)N(Cc1c(F)cccc1Cl)C(=O)CS2,i
CCOC(=O)Cc1csc2nc(-c3ccc(C)cc3)c(NC3CCCCC3)n12,i
Cc1ccc(N2CN=c3s/c(=C\c4cccnc4)c(=O)n3C2)cc1,30%*
COc1ccc(NC(=O)c2oc3ccccc3c2NC(=O)COc2ccccc2)cc1,i
COc1cc2c(C(=O)Nc3ccc(F)cc3)cn(C)c(=O)c2cc1OC,i
CC(=O)Nc1ccc(-c2cn(Cc3ccccc3)cn2)cc1,u
Cc1[nH]c2ccccc2c1C(C[N+](=O)[O-])c1ccco1 (stereo unspecified),36%*
Cc1cc(OCC(=O)N2N=C(C(F)(F)F)CC2(O)C(C)(C)C)ccc1Cl (stereo unspecified),i
COc1ccc([N+](=O)[O-])cc1NC(=O)c1ccoc1C,i
Cn1cccc1C(=O)N1C[C@@H](C(=O)O)C[C@@H](C(=O)N2CCCC2)C1,u
O=C(Nc1ccc(F)c(Cl)c1)N1CCCCC1CCN1CCOCC1 (stereo unspecified),i
Oc1cc(-c2cccc(Cl)c2)cc2c1OCCN(CCCc1cccnc1)C2,u
Cc1cc(Cl)ccc1OCC(=O)Nc1sc2c(c1C(N)=O)CCCC2,u
CCCCOc1cccc(C2(C(=O)O)CCCC2)c1,i
CCn1c(C2CCN(C(=O)CN(C)Cc3ccccn3)CC2)nn(C)c1=O,i
O=C(NCc1nc2ccccc2n1Cc1ccccc1F)c1ccccc1,i
CO[C@H]1[C@H](NC(=O)Cc2ccccc2)c2ccccc2C12CCN(C(=O)c1cccc(C)c1)CC2,i
Cc1cccc(OC(=O)c2sc3ncn(C)c(=O)c3c2C)c1,u

Continuation:
molecule,ST2 IL33 inh
O=C1NCCN(C/C=C/c2ccccc2)C1CC(=O)N1CCOCC1 (stereo unspecified),i
CC(C)C(NC(=O)c1cc2ccccn2n1)c1nnc2n1CCNCC2 (stereo unspecified),i
Cn1nc(CC(=O)NCCN2C(=O)CSC2=O)c2ccccc2c1=O,i
CCN(CC)S(=O)(=O)c1ccc2oc(C(=O)NC(C)C)c(C)c2c1,i
CCOC(=O)C1CCN(S(=O)(=O)c2ccc3c(c2)CCN3C(=O)C2CC2)CC1,i
CC(C)C(O)(C#CCN1CCCCC1)C(C)C,i
COc1ccc(OC)c(S(=O)(=O)NC2CCCCCCC2)c1,i
CC1OC(OC2C(O)C(OCCc3ccc(O)c(O)c3)OC(CO)C2OC(=O)/C=C/c2ccc(O)c(O)c2)C(OC2OCC(O)C(O)C2O)C(O)C1O (stereo unspecified),i
CN(C)C(C(=O)N1C[C@@H]2[C@H](C1)[C@H]1CC[C@@H]2O1)c1ccc2c(c1)OCO2 (stereo partly specified),50%*
Cc1nc(N2CCOCC2)nc(N2CCN(c3ccccc3)CC2)c1[N+](=O)[O-],u

High-throughput results: PubChem BioAssay, IUPUI and University of Michigan
